Compound activity deposited in PubChem BioAssay by National Center for Advancing Translational Sciences (NCATS).
GLS inhibitor = qHTS for Inhibitors of Glutaminase (GLS); GLS enzymatic activity, qHTS titration; Potency, µM (titrated, usually from 45.5 µM), inactives show at the highest dose activity change, negative = inhibition, hits mostly inhibitors; hit rate 0.21% among 410,000; also: potency is read from the fitted curve at half-maximal effect; % is scaled to controls: 0 for no effect and ±100 for the full control effect
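Read-out is an Amplex red fluorescence increase coupled through glutamate oxidase and HRP, measured before and after 30 min room-temperature incubation. hKGA is in 45 mM KH2PO4 (pH 8.2) with 0.02% Tween-20; glutamine added as 1mM solution.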
Pin1 inhibitor = qHTS Assay to Find Inhibitors of Pin1; Peptidyl-prolyl cis-trans isomerase NIMA-interacting 1 (Homo sapiens), Q13526; Potency, µM (top dose mostly 115 µM), for the others: at the top dose activity, negative = inhibition, actives largely listed as inhibitors; hit rate 0.009% among 390,000; Pin1 FP peptide displacement, HiFluor488, 10 min; active = well fitted inhibition curve with a large enough effect in the polarisation, with a control signal flat, not every such curve was filed as active; inconclusive = small, poorly fitted or top-dose-only effect, or effect the other way, or a change in a side signal; inactive = no such curve, though single readings can be large or run the other way; the % refers to the polarisation; also: potency is read from the fitted curve at half-maximal effect; % is scaled to controls: 0 for no effect and ±100 for the full control effect
HP1b binding inh = HTS for Inhibitors of HP1-beta Chromodomain Interactions with Methylated Histone Tails | Chromobox protein homolog 1 (Homo sapiens), P83916 | AlphaScreen HP1-beta / biotin-H3K9me3 peptide binding | Potency, µM (top dose mostly 114 µM), for inactives: top-dose activity change, negative = inhibition, most hits filed as inhibitors | hit rate 0.56% among 390,000; also: potency is read from the fitted curve at half-maximal effect; nearly all actives have a fitted effect of over 70% in size; inactives centre near 23
Target sequence (P83916 whole entry, looked up): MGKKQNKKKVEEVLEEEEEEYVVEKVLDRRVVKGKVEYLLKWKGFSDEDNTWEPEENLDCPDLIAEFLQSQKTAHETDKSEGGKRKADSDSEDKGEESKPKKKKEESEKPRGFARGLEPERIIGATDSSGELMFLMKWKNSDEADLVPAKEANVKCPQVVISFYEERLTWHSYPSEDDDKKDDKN
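HP1-beta protein (50 nM final) preincubated 30 min at room temperature with biotinylated H3(1-18)K9me3 peptide (50 nM) in PBS pH 7.4, 0.01% Tween-20, then compound added for 30 min. AlphaScreen streptavidin donor/nickel chelate acceptor beads (10 ug/mL final), 30 min dark, luminescence read.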
rTrxR1 inhibitor = qHTS Assay for Inhibitors of Mammalian Selenoprotein Thioredoxin Reductase 1 (TrxR1): qHTS | recombinant rTrxR1, NADPH fluorescence consumption, selenite substrate | hit rate 1% among 390,000 | Potency, µM (top dose mostly 114 µM), for inactives: at the highest dose activity change, negative = inhibition, usual class: inhibitors; also: potency is read from the fitted curve at half-maximal effect; % is scaled to controls: 0 for no effect and ±100 for the full control effect; nearly all actives have a fitted effect of over 65% in size
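Rat TrxR1 (90 nM in the dispensed reagent) was pre-reduced with 400 uM NADPH for 5 min at room temperature, then incubated with compound for 15 min. After 400 uM selenite was added, NADPH fluorescence (Ex 340/Em 450 nm) was followed for 8 min.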
mIDH1 inhibitor = qHTS for Inhibitors of mutant isocitrate dehydrogenase 1 (IDH1): qHTS | AID 602179, 2012 | Potency, µM (doses to about 76.6 µM), without a hit: at the top dose activity change, negative = inhibition, usual class: inhibitors | Isocitrate dehydrogenase [NADP] cytoplasmic (Homo sapiens), O75874 | hit rate 0.093% among 390,000 | IDH1-R132H enzyme, NADPH consumption, diaphorase/resazurin fluorescence; also: potency is read from the fitted curve at half-maximal effect; % is scaled to controls: 0 for no effect and ±100 for the full control effect; nearly all actives have a fitted effect of over 65% in size
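IDH1-R132H (0.5 ug/mL) preincubated 30 min with compound, then NADPH (0.016 mM) and alpha-KG (2 mM) added; 80 min at RT, pH 7.5. Remaining NADPH coupled via diaphorase/resazurin to fluorescence (540/590 nm); concentration-response curves normalized to no-enzyme control.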
PI4K2A inh = qHTS for small molecular inhibitors of PI4K2A. Phosphatidylinositol 4-kinase type 2-alpha (Homo sapiens), Q9BTU6. purified PI4K2A, ADP-Glo luminescence, 1 h; hits give low values. activity change, negative = inhibition, % at 76.9 µM. hit rate 0.13% among 420,000; in the data active = activity change below about -50%; inconclusive = mostly about -30% to -49%;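 also: -100% = wells without enzyme as full effect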
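ADP-Glo luminescence measured ADP generated by PI4K2A enzyme (4 ug/mL before mixing) with 1.2 mM PI substrate (pre-mix) and 300 microM ATP (pre-mix). Tris pH7.5 buffer with MgCl2, Triton X-100; 1 h reaction at ambient temperature.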
USP1-UAF1 inh = Inhibitors of USP1/UAF1: Primary Screen; Ubiquitin carboxyl-terminal hydrolase 1 (Homo sapiens), O94782; recombinant USP1/UAF1, Ub-Rhodamine cleavage fluorescence; Potency, µM (top dose mostly 57.1 µM), for the others: top-dose activity change, negative = inhibition, usual class: inhibitors; hit rate 0.23% among 390,000; also: potency is read from the fitted curve at half-maximal effect; % is scaled to controls: 0 for no effect and ±100 for the full control effect; nearly all actives have a fitted effect of over 60% in size; inactives centre near -12
Target sequence (O94782 whole entry, looked up): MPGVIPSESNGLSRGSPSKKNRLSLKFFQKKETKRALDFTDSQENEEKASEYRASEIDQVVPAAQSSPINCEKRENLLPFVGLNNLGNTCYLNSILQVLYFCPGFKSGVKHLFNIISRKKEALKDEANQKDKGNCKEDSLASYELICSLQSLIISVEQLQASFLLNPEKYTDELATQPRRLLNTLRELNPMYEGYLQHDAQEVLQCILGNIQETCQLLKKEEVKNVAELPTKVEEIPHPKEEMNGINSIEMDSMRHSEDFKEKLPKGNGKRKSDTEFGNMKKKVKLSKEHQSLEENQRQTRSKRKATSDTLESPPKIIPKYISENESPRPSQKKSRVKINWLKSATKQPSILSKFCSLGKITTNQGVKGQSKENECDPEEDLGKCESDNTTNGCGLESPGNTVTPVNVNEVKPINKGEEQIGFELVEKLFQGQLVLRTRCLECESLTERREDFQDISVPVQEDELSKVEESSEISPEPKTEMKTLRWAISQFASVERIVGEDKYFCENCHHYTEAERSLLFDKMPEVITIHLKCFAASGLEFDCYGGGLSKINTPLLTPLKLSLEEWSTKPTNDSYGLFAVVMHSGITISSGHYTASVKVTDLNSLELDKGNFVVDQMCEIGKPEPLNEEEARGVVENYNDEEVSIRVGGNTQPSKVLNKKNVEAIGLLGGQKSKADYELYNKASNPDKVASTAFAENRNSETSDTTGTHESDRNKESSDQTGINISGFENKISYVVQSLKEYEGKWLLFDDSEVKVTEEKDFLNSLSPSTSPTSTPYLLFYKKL
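High-throughput fluorogenic screen: 1nM USP1/UAF1 complex, Ub-Rho substrate 150nM final, 50mM HEPES pH 7.8 with 0.5mM EDTA, 0.1 mg/ml BSA, 1mM TCEP and 0.01% Tween-20.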
Tb PGK inh = qHTS Assay to Find Inhibitors of Phosphoglycerate Kinase; Phosphoglycerate kinase, glycosomal (Trypanosoma brucei brucei), P07378; Potency, µM (doses to about 57.5 µM), for inactives: top-dose activity change, negative = inhibition, actives largely listed as inhibitors; PGK/GAPDH coupled, Kinase-Glo luminescence, 60 min; hit rate 0.043% among 380,000; also: potency is read from the fitted curve at half-maximal effect; % is scaled to controls: 0 for no effect and ±100 for the full control effect; nearly all actives have a fitted effect of over 60% in size
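Luminescent ATP detection (Kinase-Glo Plus) follows a 60-minute room-temperature incubation, with wells lacking PGK as controls. Buffer: 100 mM TEA (pH 7.6), 5 mM MgCl2, 0.01% Tween-20. Coupling enzyme GAPDH (100 nM final) supplies unstable 1,3-BPG in-well.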
TrxR1 substrate = qHTS Assay for Substrates of Mammalian Selenoprotein Thioredoxin Reductase 1 (TrxR1): qHTS. Thioredoxin reductase 1, cytoplasmic (Rattus norvegicus), O89049. purified TrxR1 substrate turnover, NADPH consumption readout. Potency, µM (titrated, usually from 114 µM), without a hit: top-dose activity change, negative = substrate turnover. hit rate 0.01% among 390,000; also: potency is read from the fitted curve at half-maximal effect; % is scaled to controls: 0 for no effect and ±100 for the full control effect; nearly all actives have a fitted effect of over 50% in size
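Rat TrxR1, dispensed at 90 nM, was prereduced with 400 uM NADPH (final) for 5 min at ~22 deg C, then incubated with compound 15 min before 400 uM selenite. A first-read NADPH fluorescence drop versus no-compound background flagged substrates.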
Starred values were filed as active, the others as inactive; i = inactive; ? = inconclusive; · = not tested or not shown; & = joins results of further samples; [ ] = another dose, or the depositor's remark. Unless noted, calls follow the shape of the dose curve; as a rule, active = well fitted curve in the direction sought with a large enough effect; inconclusive = small, poorly fitted or top-dose-only effect, or another doubt; inactive = no such curve, though single readings can be large; an effect the other way counts as inactive or inconclusive.

Fields – GLS inhibitor	Pin1 inhibitor	HP1b binding inh	rTrxR1 inhibitor	mIDH1 inhibitor	PI4K2A inh	USP1-UAF1 inh	Tb PGK inh	TrxR1 substrate
COc1cc(/C=N/NC(=O)Nc2ccccc2)ccc1OCCOc1ccccc1C
 : -1%	2%	11%	10%	0%	0	-3%	9%	0%
COC(=O)Nc1ccc(S(=O)(=O)N2CCCC(C(=O)N3CCCCC3)C2)cc1 (centres undefined)
 : 9%	1%	15%	-3%[57.1 µM]	0%	3	6%	7%	-3%[57.1 µM]
COc1ccc(-c2cn3nc(N4CCCC(C(=O)NCc5ccccc5C)C4)sc3n2)cc1 (centres undefined)
 : -7%	-2%	-17%	-2%	-22%	2	-20%	-9%	-14%
CCN(c1ccccc1)S(=O)(=O)c1ccc(C(=O)OC(C)C(=O)NCCC2=CCCCC2)cc1 (centres undefined)
 : -7%	-3%	53%[activator]	-27%	7%	1	-21%	-5%	-3%
CCOC(=O)C(=O)N1CCN(c2ccccc2OC)CC1
 : -6%	-1%	34%	20%[57.1 µM]	5%	1	-16%	i	-2%[57.1 µM]
COc1ccccc1-c1c(C(F)(F)F)oc2cc(OC(=O)c3cccc([N+](=O)[O-])c3C)ccc2c1=O
 : 1%	1%	19%	14%	1%	32	-12%	9%	0%
FC(F)(F)c1cc(-c2ccco2)nc(-n2cnc3ccccc32)n1
 : 6%	-3%	14%	25%	6%	1	-5%	0%	10%
COc1cccc(N2[C@@H](CC(=O)O)c3cc(C(F)(F)F)ccc3S2(=O)=O)c1
 : -6%	-7%	12%	?	2%[38.3 µM]	-10	-9%	-7%	5%
CCN(CC)CCNC(=O)c1ccc(NC(=O)c2ccc(-n3cncn3)c([N+](=O)[O-])c2)cc1
 : 4%	·	·	·	-5%	2	8%	1%	·
COC(=O)c1c(NC(=O)c2ccccc2F)sc2c1C(C(=O)OC)CC2 (centres undefined)
 : 0%	11%	82%[activator]	20%	0%	-2	-10%	-6%	5%
Cc1ccc(N(CC(=O)NCc2ccco2)C(=O)CCC(=O)Nc2ccccn2)cc1C
 : 6%	-1%	-2%	2%[57.1 µM]	1%	2	-10%	-3%	-10%
CCn1c(=O)c2sccc2n2c(CCCC(=O)Nc3ccc(OC)c(OC)c3)nnc12
 : 8%	-1%	41%[activator]	14%	2%	-3	-17%	-5%	8%
CC(=O)c1cccc(NC(=S)NC(=O)c2ccc(Br)cc2)c1
 : -4%	-8%	-4%	-10%	-1%	5	-18%	-9%	5%
CCn1nnc2cc(C(=O)Nc3cccc(C)c3C)ccc21
 : 14%	1%	12%	12%[57.1 µM]	-7%	0	-18%	-3%	-2%[57.1 µM]
O=C(O)C1CCN(C(=O)c2ccc(Cl)cc2)CC1
 : 0%	-4%	30%	10%[57.1 µM]	-1%	-4	-20%	4%	10%[57.1 µM]
COc1cc(C(=O)NCCC(=O)N2CCN(C)CC2)cc(OC)c1OC
 : -3%	-1%	16%	9%	0%	-4	-14%	-8%	-6%[57.1 µM]
CC(=O)OCn1nnc2ccccc2c1=O
 : -9%	-8%	31%	2%	5%	0	-19%	-8%	1%
CN(/N=C/c1ccc(-c2ccc([N+](=O)[O-])cc2)o1)c1ccccc1
 : 1%	?	?	2%	9%	0	-9%	-2%	-9%
O=C(CSc1nnc(Cc2ccccc2)c(=O)[nH]1)Nc1ccccc1
 : 1%	0%	20%	-7%	6%	-3	-14%	i	-6%
Cc1nc(N/N=C/c2ccc(O)cc2)c2cnn(-c3ccccc3)c2n1
 : 3%	20%	67%[activator]	9%	6%	-2	-20%	-10%	4%
NC(=O)C1=NOC(CNc2ncc(C(F)(F)F)cc2Cl)C1 (centres undefined)
 : 7%	-1%	27%	-7%	-3%	9	0%	1%	-5%
CCN(CC)S(=O)(=O)c1cccc(NC(=O)c2ccccc2Br)c1
 : 2%	8%	50%[activator]	25%[57.1 µM]	7%	-1	-15%	-2%	-20%[57.1 µM]
CC(C)CC(=O)Nc1c2c(nn1-c1ccc(F)cc1)CS(=O)C2 (centres undefined)
 : -2%	3%	36%	15%	0%	-4	-21%	i	5%
O=C(CN1CCC(n2nnc3cc(F)ccc32)CC1)N1CCCc2ccccc21
 : 9%	2%	29%	8%[57.1 µM]	5%	-1	-21%	-4%	12%[57.1 µM]
Cc1ccc(NC(=O)CN(C)C(=O)Nc2ccc(C)cc2)cc1
 : -3%	-2%	20%	5%	3%	1	-11%	1%	1%
Cc1cc(C)n(C(=O)CCNC(=O)c2ccccc2Br)n1
 : -1%	-4%	32%	3%	9%	-1	-6%	2%	0%
COc1ccc2c(c1)CCC1C2=NN(/C(C)=C\C(C)=O)C1c1ccc(F)cc1 (centres undefined)
 : -4%	65%[activator]	-20%	?	12%	2	-7%	·	-2%
O=c1oc(-c2ccco2)nc2c1cnn2-c1ccccc1
 : 32%[activator]	1%	42%[activator]	?	-1%	30	-6%	4%	4%[57.1 µM]
CCc1cccc(C)c1NC(=O)c1ccoc1C
 : 6%	2%	6%	20µM*	-4%	-4	3%	-2%	-1%
O=[N+]([O-])c1ccc(N2CCC(=NOCc3ccc(Cl)cc3)CC2)cc1
 : 12%	1%	16%	6%[57.1 µM]	5%	2	-20%	-5%	7%[57.1 µM]
CCOC(=O)C1=C(COC(=O)/C=C/c2ccc(OCC)c(OC)c2)NC(=O)NC1C (centres undefined)
 : 2%	-3%	13%	-17%	8%	2	-7%	-9%	0%
C/C(=N\NC(=O)OC(C)(C)C)c1ccc(-n2ccnc2)cc1
 : -2%	-3%	51%[activator]	-1%	0%	-4	-14%	-10%	2%
COC(=O)c1sc2cc(=O)n(-c3cccc(C(F)(F)F)c3)nc2c1O
 : 7%	-3%	-11%	5%[57.1 µM]	-2%	0	?	2%	6%[57.1 µM]
COCCn1c(=O)c2cc3c(=O)n(CCOC)c(=O)c3cc2c1=O
 : -11%	-5%	22%	14%	4%	1	-1%	i	-3%
CCCCOC(=O)c1sc2nc(N3CCOCC3)c3c(c2c1N)CC(C)(C)OC3
 : -3%	2%	27%	10%	0%	1	-11%	-4%	27%
Cn1cc(CN2CCN(Cc3ccccc3)C(CCO)C2)c(-c2ccccc2)n1 (centres undefined)
 : 3%	-2%	47%[activator]	5%	4%	-1	-19%	i	0%
COc1cc(NC(=O)C2CCC(=O)N2S(=O)(=O)c2ccc(C)cc2)cc(OC)c1 (centres undefined)
 : -4%	-2%	25%	16%	-6%	-3	-21%	0%	4%
COc1ccc(NC(=S)NC(NC(=O)/C=C/c2ccccc2)C(Cl)(Cl)Cl)cc1 (centres undefined)
 : -4%	5%	21%	24%[57.1 µM]	3%	-3	-10%	i	-7%
C=CCOC(=O)C1=C(C)NC(SCC(=O)NC(=O)OCC)=C(C#N)C1c1cccnc1 (centres undefined)
 : 3%&1%	38%&27%[activator]	45%&14%[activator]	?	1%&-4%	2&2	-15%&-6%	-1%&1%	12%
CN(C)C(=O)c1ccc(NS(=O)(=O)c2ccc3c(c2)OCCO3)cc1
 : 9%	0%	15%	-30%	-1%	9	-18%	6%	-4%
COc1ccc(-n2c(C)nc3c(cnn3-c3ccc(C)cc3)c2=O)cc1
 : 19%	2%	14%	-8%	-13%	-2	1%	3%	-7%
O=CNC1(c2ccccc2)CCCCC1
 : 8%	-5%	17%	8%	6%	-1	0%	-1%	-1%
O=C1CC(c2cc(F)ccc2F)c2cc3c(cc2N1)CCC3 (centres undefined)
 : -9%	0%	30%[57 µM]	10%	4%	3	-11%	-10%	-4%
COc1ccc(OC)c(/C=C/C(=O)OCC(=O)Nc2cccc(C(C)=O)c2)c1
 : -1%	57%[activator]	63%[activator]	36%[activator]	3%	-14	-23%	-1%	51%[activator]
CC(C)c1noc(-c2ccccc2OCC(=O)Nc2ccccc2[N+](=O)[O-])n1
 : 10%	9%	-14%	15%	1%	-1	-17%	4%	-6%
COc1cc2nc(NCc3ccccc3)n3nc(-c4ccccc4)nc3c2cc1OC
 : 3%	1%	42%[activator]	-3%	-4%	3	-22%	i	-3%

An excerpt; count on the stated rates, not on these rows.
